Assay outcomes as filed in PubChem BioAssay.
Pin1 inh = inhibitors of human Pin1; Pin1 FP peptide displacement, HiFluor488, 10 min; Potency, µM (top dose mostly 115 µM), without a hit: at the highest dose activity, negative = inhibition, most hits filed as inhibitors; Q13526; AID 504891; actives 0.009% (n = 390,000); active = well fitted inhibition curve with a large enough effect in the polarisation, with a control signal flat, not every such curve was filed as active; inconclusive = small, poorly fitted or top-dose-only effect, or effect the other way, or a change in a side signal; inactive = no such curve, though single readings can be large or run the other way; the % refers to the polarisation; also: potency is read from the fitted curve at half-maximal effect; % is scaled to controls: 0 for no effect and ±100 for the full control effect
Target sequence (Q13526 whole entry, looked up): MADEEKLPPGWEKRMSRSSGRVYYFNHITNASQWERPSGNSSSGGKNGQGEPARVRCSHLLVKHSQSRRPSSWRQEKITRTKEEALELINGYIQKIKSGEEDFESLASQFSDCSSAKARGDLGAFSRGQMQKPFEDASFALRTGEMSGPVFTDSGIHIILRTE
rTrxR1 inhibitor = blocks rat thioredoxin reductase 1; O89049; recombinant rTrxR1, NADPH fluorescence consumption, selenite substrate; Potency, µM (titrated, usually from 114 µM), for inactives: at the top dose activity change, negative = inhibition, most hits filed as inhibitors; actives 1% (n = 390,000); AID 588453; also: potency is read from the fitted curve at half-maximal effect; % is scaled to controls: 0 for no effect and ±100 for the full control effect; nearly all actives have a fitted effect of over 65% in size
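Rat TrxR1 (90 nM in the dispensed reagent) was pre-reduced with 400 uM NADPH for 5 min at room temperature, then incubated with compound for 15 min. After 400 uM selenite was added, NADPH fluorescence (Ex 340/Em 450 nm) was followed for 8 min.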
TRHR ag = agonists of human TRH receptor. TRHR cells, calcium flux fluo-8, FDSS agonist mode. activation, % at 2 µM. actives 0.18% (n = 360,000); in the data active = activation above about 30%; also: 0% is about no effect
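In this calcium-flux screen, cells bearing human TRHR are dye-loaded with fluo-8, baselined for 10 cycles, then exposed to library compounds; positive kinetic calcium responses during the agonist phase mark hits, with TRH as control.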
TrxR1 substrate = substrates of rat thioredoxin reductase 1; O89049; purified TrxR1 substrate turnover, NADPH consumption readout; Potency, µM (top dose mostly 114 µM), without a hit: at the top dose activity change, negative = substrate turnover; actives 0.01% (n = 390,000); AID 588456; also: potency is read from the fitted curve at half-maximal effect; % is scaled to controls: 0 for no effect and ±100 for the full control effect; nearly all actives have a fitted effect of over 50% in size
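Rat TrxR1, dispensed at 90 nM, was prereduced with 400 uM NADPH (final) for 5 min at ~22 deg C, then incubated with compound 15 min before 400 uM selenite. A first-read NADPH fluorescence drop versus no-compound background flagged substrates.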
D2 ag = D2 dopamine receptor (human) agonism. P14416. HEK293 T-REx D2 cells, calcium flux agonist mode. activation, % at 2 µM. actives 0.53% (n = 340,000). AID 485358;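 active = activation over 3 SD above normal in the single-dose calcium agonist read, cut at about 30% in these data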; also: 0% is about no effect
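Tetracycline-induced HEK293 Trex cells with D2 receptor force-coupled to calcium signaling, plated overnight at 30 C and loaded with no-wash calcium dye. Calcium flux read kinetically for 180 s after compound addition; responses flag agonists.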
USP1-UAF1 inh = blocks the human USP1/UAF1 deubiquitinase complex; O94782; recombinant USP1/UAF1, Ub-Rhodamine cleavage fluorescence; Potency, µM (highest dose often 57.1 µM), for inactives: at the highest dose activity change, negative = inhibition, actives largely listed as inhibitors; actives 0.23% (n = 390,000); also: potency is read from the fitted curve at half-maximal effect; % is scaled to controls: 0 for no effect and ±100 for the full control effect; nearly all actives have a fitted effect of over 60% in size; inactives centre near -12
Target sequence (O94782 whole entry, looked up): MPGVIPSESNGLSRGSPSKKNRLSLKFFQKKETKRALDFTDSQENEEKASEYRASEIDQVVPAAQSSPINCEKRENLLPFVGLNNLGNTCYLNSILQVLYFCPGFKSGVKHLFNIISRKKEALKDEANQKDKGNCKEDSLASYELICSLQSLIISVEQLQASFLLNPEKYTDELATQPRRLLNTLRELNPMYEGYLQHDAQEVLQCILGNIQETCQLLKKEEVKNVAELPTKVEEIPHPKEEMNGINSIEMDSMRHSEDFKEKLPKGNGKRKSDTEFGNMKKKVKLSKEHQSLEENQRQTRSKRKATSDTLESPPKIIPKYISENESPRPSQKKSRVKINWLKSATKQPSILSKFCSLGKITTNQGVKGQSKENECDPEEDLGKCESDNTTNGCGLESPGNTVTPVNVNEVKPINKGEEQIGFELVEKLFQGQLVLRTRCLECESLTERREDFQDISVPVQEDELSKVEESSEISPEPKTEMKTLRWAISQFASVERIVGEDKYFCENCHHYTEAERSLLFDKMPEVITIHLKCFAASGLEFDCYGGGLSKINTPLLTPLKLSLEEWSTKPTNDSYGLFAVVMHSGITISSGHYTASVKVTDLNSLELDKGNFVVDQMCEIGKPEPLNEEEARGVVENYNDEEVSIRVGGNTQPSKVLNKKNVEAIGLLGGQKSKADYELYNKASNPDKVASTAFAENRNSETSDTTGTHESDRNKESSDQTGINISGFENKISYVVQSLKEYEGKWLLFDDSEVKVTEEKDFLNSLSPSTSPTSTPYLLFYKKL
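1 nM enzyme complex + cpd, 15 min RT; start with Ub-Rho 150nM final; kinetic fluorescence ex 480/em 540, 6 reads q60 s. Buffer 50mM HEPES pH 7.8, 0.5mM EDTA, 0.1 mg/ml BSA, 1mM TCEP, 0.01% Tween-20.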
mIDH1 inhibitor = human IDH1 R132H inhibition. O75874. IDH1-R132H enzyme, NADPH consumption, diaphorase/resazurin fluorescence. Potency, µM (series often up to 76.6 µM), for the others: top-dose activity change, negative = inhibition, usual class: inhibitors. actives 0.093% (n = 390,000). AID 602179; also: potency is read from the fitted curve at half-maximal effect; % is scaled to controls: 0 for no effect and ±100 for the full control effect; nearly all actives have a fitted effect of over 65% in size
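IDH1-R132H (0.5 ug/mL dispensed) in pH 7.5 Tris buffer was preincubated 30 min with compound, then given a substrate mix of 0.016 mM NADPH and 2 mM alpha-KG for 80 min at room temperature; remaining NADPH was read by diaphorase/resazurin fluorescence.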
D2 antagonist = D2 dopamine receptor (human) antagonism. inhibition, % at 10 µM. AID 485344. actives 2% (n = 340,000). HEK293 TREx D2 cells, calcium flux, dopamine EC80. P14416; in the data active = inhibition above about 30%; also: 0% is about no effect
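Inhibition of EC80 dopamine-driven calcium flux, recorded kinetically, defines activity here; cells are a tetracycline-induced HEK293 T-REx line expressing force-coupled D2.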
TRHR enhancer = TRH receptor (human) allosteric enhancement | P34981 | actives 0.66% (n = 360,000) | TRHR cells, fluo-8 calcium fluorescence, EC20 TRH enhancement | enhancement, % at 2 µM | AID 493056; in the data active = enhancement above about 30%; also: 0% is about no effect
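Enhancer read-out: after compound pinning and an initial kinetic agonist-mode read, an EC20 of TRH (10 nM final) was injected and fluo-8 calcium signal (Ex 480/Em 530) followed at 1 s/cycle for 100 cycles in TRHR-expressing cells.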
* = called active by the depositor; u = inconclusive; x = not tested or not shown; [ ] = remark or other dose. Unless noted, calls follow the shape of the dose curve; as a rule, active = well fitted inhibition curve with a large enough effect; inconclusive = small, poorly fitted or top-dose-only effect; inactive = no such curve, though single readings can be large or run the other way. A portion of the library; count on the stated rates, not on these rows.

SMILES	Pin1 inh	rTrxR1 inhibitor	TRHR ag	TrxR1 substrate	D2 ag	USP1-UAF1 inh	mIDH1 inhibitor	D2 antagonist	TRHR enhancer
Cc1c(C(=O)N2CCCC2)oc2c1-c1nn(CC(=O)NCc3cccc(F)c3)cc1CC2	1%	12%	-0.5	2%	0.6	-22%	-5%	x	-1
O=C(CCC(=O)OCC(=O)c1ccccc1)NC1CCCCC1	-3%	22%	-0.1	10%	-0.2	-14%	7%	4	-1
CCCCCNC(=O)c1cc2c(=O)n3ccccc3nc2n1C	-2%	56%[activator]	-0.3	248%[activator]	1.4	-18%	-4%	x	-5
C=CCn1cnc2c(c1=O)c1nc3ccccc3nc1n2/N=C/c1cccc(OC)c1OC	-17%	26%	-0.7	12%	-2.0	-13%	4%	-12	-12
O=C(NCc1ccccc1)c1ccc(Br)cc1Br	0%	-5%	0.3	-3%	-1.2	-20%	12%	-4	0
C=CCNc1nc(C(=O)OCC(=O)c2ccc(Cl)cc2)cs1	9%	-13%[57.1 µM]	1.1	-5%[57.1 µM]	0.5	2%	2%	-14	8
COc1ccc(-c2c(C3=CCCCC3)oc3ccc(-c4ccc5c(c4)OCO5)cc23)cn1	32%[activator]	13%[57.1 µM]	x	14%[57.1 µM]	x	u	7%	x	x
CCC(=O)N1CCc2cc(S(=O)(=O)NC(C(=O)N3CCc4ccccc4C3)C(C)C)ccc21 (stereo unspecified)	-8%	-19%	0.1	-4%	x	-30%	4%	x	1
CCC(C(=O)NC(CC(=O)O)c1ccc(Cl)cc1)c1ccccc1 (stereo unspecified)	-7%	17%	-1.5	0%	-1.6	-17%	8%	21	1
CCC(NC(=O)NNC(=O)c1ccncc1)(C(F)(F)F)C(F)(F)F	-8%	5%[57.1 µM]	0.0	7%[57.1 µM]	0.1	-13%	2%	-4	2
CCOC(=O)N1CCC(N2Cc3cccc(C(=O)Nc4ccc(N(CC)CC)cc4C)c3C2=O)CC1	-2%	16%	0.8	-9%	0.8	-13%	-11%	8	-1
O=C(CCN1C(=O)C2C3C=CC(C3)C2C1=O)NCCN1CCCc2ccccc21 (stereo unspecified)	u	-15%	0.0	2%[57.1 µM]	0.3	-25%	4%	22	-3
Cc1cc(Nc2ccc(Br)cc2)nc(-c2ccccc2O)n1	-1%	19%	0.3	12%	-0.2	-21%	1%	-5	3
CCc1ccc(-c2nn(CC(=O)Nc3ccccc3)c3c2cnc2ccc(F)cc23)cc1	1%	27%[57.1 µM]	0.4	7%[57.1 µM]	0.3	-18%	9%	x	1
C/C(=C(\C#N)C(=O)NCCN1CCOCC1)N(C)C	0%	3%	1.8	2%	3.4	-10%	13%	0	6
Cc1c2cnn(-c3ccccc3)c(=O)c2c(C)n1C(C)C(=O)NCc1cccc(Br)c1 (stereo unspecified)	45%[activator]	8%	1.5	-5%	-0.2	11%	-12%	x	-4
COc1cccc(CNCc2cccc(OC)c2O)c1O	-5%	-3%[11.4 µM]	x	11%[57.1 µM]	x	-9%	2%	x	x
Cc1cc(C(=O)OCC(=O)NC(C)(C)C)c2ccccc2n1	-1%	12%	-0.5	9%	0.1	-12%	5%	27	-1
COc1ccc(C2CC(=O)c3cc(-c4nc(-c5cccc([N+](=O)[O-])c5)cs4)c(=O)n(-c4cccc(C)c4)c3C2)cc1 (stereo unspecified)	5%	9%	0.7	-3%	x	7%	-17%	x	6
COc1cc(/C=C/C(=O)OCC(=O)NC(=O)NC(C)(C)C)cc(OC)c1OC	-1%	17%[57.1 µM]	-1.8	17%[57.1 µM]	3.1	-20%	13%	-1	3
COC(=O)[C@@]12CCCCN1[C@H](c1ccc(-c3cc(C(C)=O)cs3)cc1)[C@H]1C(=O)N(C)C(=O)[C@H]12	14%	2%	0.2	5%	-1.5	u	0%	17	-1
O=C(Nc1ccccc1)Nc1ccc(Cl)nc1Cl	1%	12%[11.4 µM]	x	-12%	x	-1%	1%	x	x
CCOC(=O)c1ccc2c(c1)n(CC)c(/C=C/N(C)c1ccccc1)[n+]2CC	-12%	-18%	0.6	-15%	0.3	-12%	9%	-2	-4
CCc1nnc(NS(=O)(=O)c2ccc(NC(=O)Nc3ccc(OC)cc3)cc2)s1	-3%	8%[57.1 µM]	0.6	6%[57.1 µM]	1.3	u	8%	-21	-1
CCN1CCN(c2ncnc3c2c(-c2ccccc2)cn3-c2ccc(F)cc2)CC1	u	28%[57.1 µM]	2.6	-5%[57.1 µM]	-0.4	0%	5%	-7	4
O=C(NCC(c1ccco1)S(=O)(=O)c1cccs1)c1ccc(F)c(F)c1 (stereo unspecified)	-4%	8%[57.1 µM]	-0.2	6%[57.1 µM]	-0.4	-8%	5%	x	23
CC(C)(C)n1nnnc1C(c1ccc(Cl)cc1)N(Cc1cccnc1)Cc1ccco1 (stereo unspecified)	17%	1%	-0.6	-3%	1.2	u	-3%	0	1
C[C@@H]1CCCCCCCCC(=O)OCCN(C(=O)OC(C)(C)C)[C@H](C)CCCCCCCCC(=O)OCCN(C(=O)OC(C)(C)C)[C@H](C)CCCCCCCCC(=O)OCCN(C(=O)OC(C)(C)C)[C@H](C)CCCCCCCCC(=O)OCCN1C(=O)OC(C)(C)C	0%	21%[57.1 µM]	x	10%[57.1 µM]	x	-9%	0%	x	x
OCCC1CN(CC2CCCCC2)CCN1CC1CCCCC1 (stereo unspecified)	-6%	6%[57.1 µM]	0.7	-4%[57.1 µM]	0.1	-1%	17%	-18	7
Cc1ccc(C)c(NC2=NC3(CCCCC3)N=C(N)N2)c1	2%	27%	0.0	4%	x	2%	4%	x	-3
O=C(NCC1CCCO1)C(=O)NCC1CCCN1S(=O)(=O)c1ccccc1 (stereo unspecified)	3%	-10%	0.0	-11%	-0.3	-7%	11%	3	1
CC1=C(C(=O)Nc2cccc(Cl)c2C)C2(CCCCCC2)OC1=O	-5%	16%	1.9	2%	0.5	-20%	4%	x	5
Clc1ccc(-c2nnn3c2nc(NCc2ccc4c(c2)OCO4)c2ccccc23)cc1	-1%	17%	0.6	8%	0.7	u	-3%	x	-7
Cc1c(Cl)cccc1Nc1nc(N)nc(CN2CCCCCC2)n1	7%	u	1.2	-3%	1.0	-12%	10%	21	2
NC(=O)c1cc2c(s1)-c1cc(Cl)ccc1SC2	7%	23%	0.2	10%	-0.3	-24%	5%	-5	4
O=C(CN1C(=O)NC2(CCCCC2)C1=O)N1CCN(C(=O)c2cccs2)CC1	-7%	-3%	0.5	1%	1.2	-20%	-3%	-4	7
O=C(NCc1ccccn1)C1CCN(S(=O)(=O)N2CCC3(CC2)OCCO3)CC1	4%	7%	0.0	3%	-1.8	-10%	-1%	3	-14
CCN1C(=O)S/C(=C/c2ccc(Oc3ccc([N+](=O)[O-])cn3)c(OC)c2)C1=O	6%	2%	-0.3	-3%	2.0	-19%	14%	25	-4
Cc1ccc(CN2CCc3c(OCC(=O)Nc4cc(C)ccc4C)cccc3C2=O)cc1	x	x	0.5	x	-0.2	x	x	24	-5
COc1ccc(-c2nc3n(c2C)CCC3)cc1	-5%	28%[57.1 µM]	0.5	14%[57.1 µM]	0.4	-17%	5%	-5	4
O=C(c1ccc(Cl)nc1)N1CCc2ccccc2C1	1%	-7%	-0.1	-7%	1.6	-10%	3%	-4	-5
COc1ccc(CCNC(=O)c2cc(C3CC3)nc3c2cnn3C(C)C)cc1	3%	9%	-3.0	-5%	0.2	-20%	7%	-27	-6
COc1ccc(NC(=O)CNS(=O)(=O)c2cccs2)cc1	-2%	14%	0.3	4%	0.6	-17%	1%	-14	-3
Cc1cccc(-c2nc3c4ccccc4nc(N4CCN(c5cc(C)ccc5C)CC4)n3n2)c1	1%	-2%	0.1	1%	0.2	-15%	14%	x	-6
Cc1cc(N2C(=O)C3C4c5ccccc5C(c5ccccc54)C3C2=O)no1 (stereo unspecified)	0%	0%	-0.6	-2%	-0.3	-3%	5%	-3	-4
CCOc1cccc(OCCCNCCCOC)c1	-14%	-11%	-0.4	0%	0.5	-5%	2%	-10	-4
Cc1[nH]n(-c2ccccc2)c(=S)c1C=Nc1cccc([N+](=O)[O-])c1	-4%	u	0.0	-6%	x	-17%	0%	x	3
Cc1cccc(OCC(=O)NCCCNC(=O)c2ccncc2)c1	2%	16%	0.6	5%	0.2	-21%	2%	8	-1
COc1ccc(N2CCN(C(=O)c3ccc(NS(=O)(=O)c4cccs4)cc3)CC2)cc1	-3%	15%[57.1 µM]	-1.0	8%	-0.9	-17%	2%	1	-7
CCC(C)NCCCCOc1ccc(Cl)cc1C (stereo unspecified)	0%	-2%	0.9	-4%	x	-19%	6%	x	2
Cc1c(S(=O)(=O)NCCc2ccccc2)c(=O)n(C)c(=O)n1C	-13%	15%	0.1	7%	0.9	-21%	1%	-18	-8
CC(NC(=O)CN1C(=O)NC2(CCCC2)C1=O)c1ccc2ccccc2c1 (stereo unspecified)	-6%	25%	0.0	-4%	-0.4	-14%	4%	-8	11
Cc1cc(C)c(NS(=O)(=O)c2c(C)noc2C)c(C)c1	-6%	20%	-0.3	5%	-0.1	-17%	8%	-1	-18
COc1ccc(NC(=O)c2oc3ccccc3c2NC(=O)c2cccc(F)c2)c(OC)c1	-6%	-32%	-0.1	20%	0.8	u	-12%	x	1

In the list so far, 3 contain bromine:
SMILES	Pin1 inh	rTrxR1 inhibitor	TRHR ag	TrxR1 substrate	D2 ag	USP1-UAF1 inh	mIDH1 inhibitor	D2 antagonist	TRHR enhancer
O=C(NCc1ccccc1)c1ccc(Br)cc1Br	0%	-5%	0.3	-3%	-1.2	-20%	12%	-4	0
Cc1cc(Nc2ccc(Br)cc2)nc(-c2ccccc2O)n1	-1%	19%	0.3	12%	-0.2	-21%	1%	-5	3
Cc1c2cnn(-c3ccccc3)c(=O)c2c(C)n1C(C)C(=O)NCc1cccc(Br)c1 (stereo unspecified)	45%[activator]	8%	1.5	-5%	-0.2	11%	-12%	x	-4
